# High-throughput results: PubChem, several laboratories
# HCV core dimer = blocks dimerization of HCV core protein | TR-FRET GST/Flag-core106 dimerization, 1536-well | inhibition, % at 5 µM | 0.33% of 300,000 active | AID 1899;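 active means inhibition above the mean of all tested compounds plus 3 SD, set per screening campaign, cut at about 45% in these data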
#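 Assay system – GST-tagged and Flag-tagged HCV core protein residues 1-106 · Quantity – core106 proteins, GST 13.5 nM and Flag 17 nM · Benchmarks – unlabelled core106 and no-GST-core106 wells · Read-out basis – percent inhibition of core106 dimerization signal · Detection – time-resolved FRET, ex 340 nm, em 617 and 671 nm · Schedule – 4 h at 22.5 °C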
# proCasp7 act = counter-screen for procaspase-3 activators: activators of human procaspase-7. recombinant procaspase-7, Ac-DEVD-pNA absorbance 405 nm; D23A/D198A/D206A triple mutant, cannot self-cleave; scale: DMSO 0, 5 µM enzyme 100. activation, % at 8.5 µM. 0.093% of 330,000 active;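 active means percent activation above the screen-wide mean plus 3 SD, cut at about 25% in these data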
#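 System: Procaspase-7 triple mutant (PC-7 D3A); measure: % activation from two-timepoint absorbance difference, scaled to controls; times: 1 h compound preincubation, 2 h substrate cleavage, 25 °C; also added: Ac-DEVD-pNA substrate, 400 µM as added; measured by: Epi-absorbance of released pNA at 405 nm, two timepoints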
# CTSL1 counter = blocks F. hepatica cathepsin L1 in PFM18AAP counter-screen | recombinant F. hepatica cathepsin L1, Z-Leu-Arg-MCA fluorescence | inhibition, % at 5.96 µM | AID 1906 | 0.49% of 300,000 active;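 active means inhibition above the mean of all tested compounds plus 3 SD, set per screening campaign, cut at about 17% in these data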;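 further: 0% = plate median of test compound wells and 100% = 1 µM Z-Phe-Ala-diazomethylketone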
# VLA-4 inh = inhibition in a human VLA-4 binding assay; 0.2% of 330,000 active; inhibition, % (about 7 µM as worked out from the volumes in the protocol); VLA-4 expressing cells, ligand binding flow cytometry; P13612; in the data active means inhibition above about 50%
# Target sequence (P13612 whole entry, looked up): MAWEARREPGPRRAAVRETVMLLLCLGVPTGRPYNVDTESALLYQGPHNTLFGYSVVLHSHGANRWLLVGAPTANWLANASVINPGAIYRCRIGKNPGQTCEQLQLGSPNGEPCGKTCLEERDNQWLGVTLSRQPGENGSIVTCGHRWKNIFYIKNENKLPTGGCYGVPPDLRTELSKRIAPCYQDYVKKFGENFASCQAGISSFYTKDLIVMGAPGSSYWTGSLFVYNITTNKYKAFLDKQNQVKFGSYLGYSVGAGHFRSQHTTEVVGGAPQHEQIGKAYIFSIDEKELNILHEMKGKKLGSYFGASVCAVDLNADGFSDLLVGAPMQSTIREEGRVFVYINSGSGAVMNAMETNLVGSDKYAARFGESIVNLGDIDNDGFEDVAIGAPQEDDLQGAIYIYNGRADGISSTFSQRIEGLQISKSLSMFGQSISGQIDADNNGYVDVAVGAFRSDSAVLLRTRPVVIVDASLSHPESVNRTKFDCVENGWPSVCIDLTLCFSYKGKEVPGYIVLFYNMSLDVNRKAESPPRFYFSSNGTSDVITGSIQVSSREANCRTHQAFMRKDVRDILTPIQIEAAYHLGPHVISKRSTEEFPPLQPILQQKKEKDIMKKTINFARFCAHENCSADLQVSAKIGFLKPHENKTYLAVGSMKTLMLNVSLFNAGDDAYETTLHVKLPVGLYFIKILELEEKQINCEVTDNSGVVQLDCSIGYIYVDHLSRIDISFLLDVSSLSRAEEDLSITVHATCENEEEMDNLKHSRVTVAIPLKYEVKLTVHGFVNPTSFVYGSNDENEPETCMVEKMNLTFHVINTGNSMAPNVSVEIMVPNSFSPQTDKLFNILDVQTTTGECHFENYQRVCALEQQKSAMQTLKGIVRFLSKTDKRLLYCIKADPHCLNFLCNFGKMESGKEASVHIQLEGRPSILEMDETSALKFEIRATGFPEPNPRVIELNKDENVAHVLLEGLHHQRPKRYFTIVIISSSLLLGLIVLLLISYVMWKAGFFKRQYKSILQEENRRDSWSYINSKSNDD
# GRK2 inh = blocks RNA aptamer binding to human GRK2; P25098; bead flow cytometry, FAM-aptamer displacement from GRK2; inhibition of aptamer binding, % at 10 µM; 0.59% of 330,000 active; AID 488847;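 active means inhibition of aptamer binding above 40%, roughly 3 SD of noise, on plates passing a quality check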;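 further: median bead fluorescence of bound FAM aptamer so fluorescent compounds give negative values; no value below 0 was filed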
# proCasp3 act = activators of human procaspase-3. AID 463141. 0.11% of 330,000 active. recombinant procaspase-3 D3A, Ac-DEVD-pNA absorbance 405 nm. activation, % at 8.5 µM;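 active means activation above the mean of all tested compounds plus 3 SD, cut at about 21% in these data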;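 further: 0% = DMSO alone and 100% = DMSO wells spiked with extra 5 µM PC-3 D3A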
#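 assay system = Procaspase-3 D3A mutant | signal = absorbance at 405 nm, 0 and 120 min | times = 1 h preincubation plus 2 h reaction at 25 °C | repeats = single replicate | read-out = % activation between DMSO and enzyme-spiked controls | medium = Zinc-free HEPES saline buffer with Triton X-100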
# PP5 inh = blocks human protein phosphatase 5 activity; 0.18% of 320,000 active; P53041; inhibition, % at 6.7 µM; purified PP5c, OMFP substrate fluorescence;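 active means inhibition above the campaign's mean inhibition across all tested compounds plus 3 SD, cut at about 9.5% in these data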;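 further: 0% = DMSO only and 100% = 100 µM cantharidin control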
# JMJD2C inh = human JMJD2C demethylase inhibition; GST-JMJD2C(1-420) H3K9me3 demethylation, DELFIA europium; 0.069% of 330,000 active; inhibition, % at 2.35 µM; Q9H3R0;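 active means more than half of a compound's replicate wells show inhibition beyond 50%, single wells judged on their own value; inconclusive means some, but no more than half, of replicates pass 50% inhibition; inactive means no replicate passes 50% inhibition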;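 further: signal counts dimethyl H3K9 product captured on neutravidin plate; 0% = median of DMSO wells and 100% = 0.3 times that DMSO median; strong numbers were not always called active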
# PP1 counter = PP1-alpha (human) inhibition in PP5 counter-screen; P62136; 0.9% of 320,000 active; inhibition, % at 6.7 µM; purified PP1alpha, OMFP fluorescence; AID 2235;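 active means inhibition above the mean inhibition of all tested compounds plus 3 SD, computed separately for each screening campaign, cut at about 15% in these data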
# The depositor's hits bear a star; u = inconclusive; x = not tested or not shown.
molecule,HCV core dimer,proCasp7 act,CTSL1 counter,VLA-4 inh,GRK2 inh,proCasp3 act,PP5 inh,JMJD2C inh,PP1 counter
Cc1ccc(Cl)c(OCC(=O)NCC(c2cccs2)N2CCOCC2)c1 (configuration not stated),-5.7,2.9,2.3,-7.3,0.0,-4.2,0.8,1.5,-2.2
COc1ccc(OCCCC(=O)N(C)CC(=O)Nc2c(C)cccc2C)cc1,-8.7,-8.5,5.2,-8.0,1.0,10.5,-1.1,2.6,-2.3
Cn1c(=O)n(C)c2cc(/C=N/N=C3/NC(=O)C(CC(=O)O)S3)ccc21 (configuration not stated),-6.6,1.6,10.5,-7.2,2.0,2.3,-7.2,21.1,-12.3
COc1ccc(Cn2c(=O)[nH]c3cc(C(=O)NCCc4ccc(S(N)(=O)=O)cc4)ccc3c2=O)cc1,-1.8,3.4,2.2,1.4,0.0,5.8,3.0,4.9,-2.7
CCc1ccc(S(=O)(=O)NC(=S)NC2CCCCC2)cc1,0.6,-5.9,1.3,0.6,0.0,0.0,4.5,5.8,0.5
COc1ccccc1CNC(=O)c1ccc2nc3[nH]c4ccccc4c3nc2c1,1.1,-1.9,-0.3,8.3,0.0,-3.4,2.7,0.9,21.2*
C/C(CC(=O)Nc1cccc(Cl)c1Cl)=N\NC(=O)C(=O)NC1CCCCC1,1.7,5.5,2.3,5.0,1.0,5.2,0.0,6.5,1.8
COc1ccc(OC)c(NC(=O)Nc2nnc(N3CCC(C)CC3)s2)c1,0.8,4.6,0.5,-3.9,3.0,6.4,2.6,7.3,1.1
CC(=O)O[C@@H]1[C@H]2[C@@H](C[C@@H](C)[C@@H]3C=CC(=O)[C@@]13C)OC(=O)[C@@H]2C,-1.7,1.0,1.9,0.0,1.0,4.2,-0.5,-0.7,1.4
COc1ccc(-c2cn3nc(SCC(=O)NC4CCCCC4)ccc3n2)cc1,39.6,12.6,-2.8,-0.2,0.0,3.4,2.5,-14.0,-3.2
CC(C)[C@H](NC(=O)Nc1ccc2c(c1)OCCO2)C(=O)O,-0.4,5.0,0.3,2.6,2.0,1.5,-1.1,-4.9,-6.2
O=C(CSc1nc2c(c(=O)n1-c1ccc(F)cc1)SCC2)NCC1CCCO1 (configuration not stated),0.2,1.1,2.4,1.6,2.0,2.0,-1.3,3.9,0.7
CC1CN(S(=O)(=O)c2ccc(Cl)c(C(F)(F)F)c2)CC(C)O1 (configuration not stated),-2.9,-3.8,5.7,-10.4,1.0,-2.2,0.2,-15.0,0.3
COc1ccc(-c2cc(C(=O)NCc3cn(C)nc3C)c3ccccc3n2)cc1OC,-2.7,8.7,-0.1,16.1,0.0,1.5,1.5,4.0,-1.4
O=C(Cc1ccccc1)Nc1ccccc1N1CCCC1,5.1,0.7,0.1,-11.0,0.0,4.5,1.0,-6.0,-4.3
CCCC1Oc2ccccc2C(=O)N(CC(=O)c2ccc3c(c2)OCCO3)C1=O (configuration not stated),9.9,11.8,0.0,7.0,1.0,4.0,0.9,-0.6,-0.8
Cc1ccc(S(=O)(=O)N(C)CCCC(=O)n2nc(C)cc2C)cc1,2.9,8.7,3.1,-2.1,21.0,-0.5,0.7,0.4,-3.2
CCCn1c(CNC(=O)c2ccccc2)nc2ccccc21,2.1,5.9,-1.5,15.3,0.0,1.6,0.5,2.0,-0.6
C#CCCOC(=O)Nc1ccccc1,7.5,-4.8,1.2,30.1,0.0,4.6,1.2,0.7,-3.6
COc1ccc(C(=S)N2CCCC2)cc1OC,0.1,3.7,0.1,-2.9,0.0,4.5,0.2,1.5,2.1
NC(=O)C1CCN(c2nc(-c3cccc(N)c3)cs2)CC1,x,8.2,x,-1.7,5.0,8.0,x,x,x
O=C(CC(=O)Nc1ccccc1)Nc1ccccc1,-2.2,-3.2,1.8,-1.1,1.0,0.4,2.8,-5.4,-3.5
Nc1ccccc1C(=O)N1CCc2ccccc21,-1.1,2.5,-0.9,-1.6,4.0,-6.2,10.2*,-6.4,2.9
O=C1c2cccc3c(O)ccc(c23)C(=O)N1c1ccc(Cl)cc1,-2.8,-3.2,-4.6,-13.9,2.0,-13.3,-10.3,-7.5,-9.3
CCCn1cc(S(=O)(=O)c2ccccc2)c(=O)c2cc(CC)ccc21,-25.7,2.7,9.2,-15.2,0.0,-1.9,-8.7,-9.3,-3.4
O=C(c1ccc(F)c(S(=O)(=O)N2CCOCC2)c1)N1CCN(c2ccc(F)cc2)CC1,x,-8.6,x,17.4,3.0,-8.8,1.4,-8.8,-3.9
CCNC(=O)c1ccc(NC(=O)CC2SC(N3CCCCC3)=NC2=O)cc1 (configuration not stated),x,-2.4,x,-17.4,4.0,3.5,3.5,8.4,1.0
O=C(N/N=C/c1ccccc1F)c1cccc2ccccc12,13.0,4.5,-3.0,0.4,0.0,13.7,1.3,-1.9,-2.1
CC(O)c1nc2ccccc2n1CCCOc1ccccc1 (configuration not stated),3.1,-2.1,-3.2,-3.9,1.0,0.7,-0.8,-0.1,-3.8
CCOC(=O)CCn1nc(-c2ccccc2)cc1N,-33.9,-14.5,-5.2,9.6,0.0,0.1,1.9,-5.7,-7.9
COc1ccc(-n2nnc3c(SC(C(C)=O)C(=O)N(C)C)ncnc32)cc1 (configuration not stated),-0.1,-15.2,-3.7,2.4,0.0,0.9,1.8,23.3,0.5
CC1CCN(C(=O)C(=O)Nc2sc3c(c2C(=O)O)CC(C)(C)OC3)CC1,11.9,3.1,0.3,9.4,0.0,-1.6,-2.0,10.5,-2.4
CC(=O)N1CCc2cc(S(=O)(=O)N3CCCCC3C)ccc21 (configuration not stated),2.2,-9.9,-1.2,-2.4,0.0,2.0,-0.1,7.2,-1.2
Cc1nn(Cc2ccc(Cl)c(Cl)c2)c(C)c1NC(=O)c1cc(-c2ccco2)on1,14.5,-20.6,6.5,-9.5,1.0,-15.0,0.8,u,2.9
CCOC(=O)N1CCN(C(=O)Cn2cnc3ccccc3c2=O)CC1,1.0,9.7,-2.0,13.7,0.0,2.0,1.2,5.9,-5.7
O=C(CSc1nnc(CCCO)n1-c1ccccc1)NCCc1ccccc1,-0.4,7.0,-1.6,18.9,1.0,-2.3,-0.6,-2.7,-1.3
CCN(c1ccccc1C)S(=O)(=O)c1nnc(NC(=O)c2ccco2)s1,10.0,5.9,0.0,19.9,2.0,1.0,-0.1,-5.1,-1.1
O=P(O)(CCc1ccccn1)CN1CCOCC1,-0.2,-3.0,-1.7,13.9,1.0,-2.9,-0.3,-3.7,-2.0
CC(C)Cn1c(SCC(=O)NCCCN2CCCC2=O)nc2ccccc21,-0.9,-0.3,3.0,9.7,1.0,1.5,-1.3,-14.3,-2.9
Oc1c(Cl)cc(Cl)cc1/C=N/Nc1ncc(Br)cn1,10.5,13.8,0.2,11.8,0.0,-3.2,2.5,-21.2,-3.9
CCC(C)NC(=O)/C=C/c1cccs1 (configuration not stated),-6.6,2.0,5.9,10.1,0.0,-0.3,1.2,-9.4,-2.8
Cc1ccc2c(c1)c1nnc(SCC(=O)Nc3ccc(N(C)C)cc3)nc1n2CC(=O)O,-6.0,-14.6,5.1,-27.8,1.0,1.2,0.0,14.2,2.4
CC(C(=O)Nc1ccc2[nH]c(=O)[nH]c2c1)N1CCN(Cc2ccc3c(c2)OCO3)CC1 (configuration not stated),x,-1.8,x,5.6,0.0,2.4,0.8,-0.5,0.1
O=C(CC1C(=O)NCCN1Cc1ccc(F)cc1)NCCOc1cccnc1 (configuration not stated),6.7,3.7,3.6,-3.5,0.0,-4.8,3.5,-18.6,-0.6
CC(C)c1ccc(NC(=O)CSc2ncccc2C(=O)Oc2cccc([N+](=O)[O-])c2)cc1,18.5,7.0,-0.5,6.0,0.0,2.2,-1.2,6.6,5.8
CC(Oc1ccc2c(c1)oc(=O)c1ccccc12)C(=O)NCCCN1CCOCC1 (configuration not stated),-5.5,5.6,6.0,-4.1,0.0,-2.1,-3.8,2.2,-1.2
O=C(O)c1cccc(N2C(=O)CSC2c2ccccc2)c1 (configuration not stated),-4.0,11.1,-1.7,5.5,2.0,11.1,-2.4,3.2,-1.8
Cc1noc(C)c1COc1ccc(C(=O)N2CCCC(C(N)=O)C2)cc1 (configuration not stated),-1.9,5.9,8.4,-0.5,0.0,-7.1,-0.9,2.8,0.6
CCN=C1SC(C(=O)Nc2ccc(OCC)cc2)CC(=O)N1CC (configuration not stated),-3.3,6.1,-2.6,-5.4,4.0,-8.6,-1.3,-5.2,-2.0
O=C(Nc1ccc(Cl)c([N+](=O)[O-])c1)Nc1nc2ccccc2s1,10.3,-5.1,-0.5,9.1,5.0,-2.0,1.3,-9.1,-2.7

# Looked up above:
# Reading of CC(Oc1ccc2c(c1)oc(=O)c1ccccc12)C(=O)NCCCN1CCOCC1 (configuration not stated) in CTSL1 counter: 6.0
# Reading of CCC(C)NC(=O)/C=C/c1cccs1 (configuration not stated) in HCV core dimer: -6.6
# Reading of CCN=C1SC(C(=O)Nc2ccc(OCC)cc2)CC(=O)N1CC (configuration not stated) in GRK2 inh: 4.0
# Reading of O=C(CC1C(=O)NCCN1Cc1ccc(F)cc1)NCCOc1cccnc1 (configuration not stated) in proCasp7 act: 3.7
# Reading of Cc1ccc2c(c1)c1nnc(SCC(=O)Nc3ccc(N(C)C)cc3)nc1n2CC(=O)O in proCasp3 act: 1.2

# The main list resumes with the 2 entries that preceded the break.
molecule,HCV core dimer,proCasp7 act,CTSL1 counter,VLA-4 inh,GRK2 inh,proCasp3 act,PP5 inh,JMJD2C inh,PP1 counter
CCN=C1SC(C(=O)Nc2ccc(OCC)cc2)CC(=O)N1CC (configuration not stated),-3.3,6.1,-2.6,-5.4,4.0,-8.6,-1.3,-5.2,-2.0
O=C(Nc1ccc(Cl)c([N+](=O)[O-])c1)Nc1nc2ccccc2s1,10.3,-5.1,-0.5,9.1,5.0,-2.0,1.3,-9.1,-2.7
CCCCNS(=O)(=O)c1ccc2nc(SCC(=O)c3ccccc3OC)[nH]c2c1,-0.8,12.7,1.2,2.1,0.0,-2.2,4.6,-2.8,-0.5
COCCc1nc2ccc(C(=O)N(C)Cc3cccc(-n4cccn4)c3)cc2o1,-1.6,12.3,-3.5,-5.3,3.0,2.9,2.4,3.8,5.6
CC(=O)C(Sc1ccc2nnc(-c3ccc(F)cc3)n2n1)C(C)=O,4.4,-10.1,2.9,0.8,3.0,1.6,-1.7,2.2,-1.2
O=C(NCC1CCCO1)c1ccc(NS(=O)(=O)c2cccs2)cc1 (configuration not stated),-0.2,-3.2,-6.4,0.3,3.0,-3.0,-0.7,59.1,-9.6
CC(C)(C)c1ccccc1OCC(=O)NCCCn1ccnc1,9.4,3.4,-3.6,8.6,0.0,4.7,2.2,-5.2,3.7
